HCV inhibitor: inhibitors of hepatitis C virus infection; 340,000 compounds, 3.4% hits; Potency, µM (titrated, usually from 41.8 µM), without a hit: at the top dose activity change, negative = inhibition, actives largely listed as inhibitors; Huh7.5.1 HCVcc-Cre infection, luciferase reporter, 44 h; also: potency is read from the fitted curve at half-maximal effect
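Compounds are dispensed onto cells plated 4 h earlier at 1,000 per well, with HCVcc-Cre virus (about 0.5 moi) added next. Following 44 h of culture, luminescent signal is measured for 15 sec after 15 min with substrate at room temperature.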
AmpC no deterg: AmpC beta-lactamase inhibition without detergent. Potency, µM (top dose mostly 57.1 µM), without a hit: at the top dose activity change, negative = inhibition, usual class: inhibitors. AID 485341. P00811. 330,000 compounds, 0.52% hits. AmpC nitrocefin hydrolysis, absorbance 480 nm, 0.0001% Triton;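 also: potency is read from the fitted curve at half-maximal effect; plate controls were no compound for no effect and no enzyme for full effect; nearly all actives have a fitted effect of over 20% in size; some results filed as inactive show a strong effect at the top dose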
Target sequence (P00811 whole entry, looked up): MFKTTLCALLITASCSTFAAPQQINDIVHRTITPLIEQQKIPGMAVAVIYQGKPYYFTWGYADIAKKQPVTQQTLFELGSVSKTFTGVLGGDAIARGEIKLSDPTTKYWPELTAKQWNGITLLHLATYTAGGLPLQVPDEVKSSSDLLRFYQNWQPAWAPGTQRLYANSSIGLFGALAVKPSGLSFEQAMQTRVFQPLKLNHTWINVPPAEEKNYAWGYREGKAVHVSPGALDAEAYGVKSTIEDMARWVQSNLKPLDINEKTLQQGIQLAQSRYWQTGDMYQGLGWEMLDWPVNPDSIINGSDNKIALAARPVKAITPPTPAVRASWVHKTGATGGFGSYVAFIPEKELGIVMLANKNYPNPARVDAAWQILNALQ
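20 mM phosphate pH 7.0 + 0.01% (detergent screen) or 0.0001% Triton X-100; 5.3 nM AmpC reagent; cpd preinc 15 min RT; nitrocefin (800 uM stock) to start; A480 q20 s × 4 min; Activity was normalised to no-enzyme and no-compound control wells.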
Sm TGR block: blocks Schistosoma mansoni thioredoxin glutathione reductase | Q962Y6 | purified TGR, DTNB reduction, TNB absorbance 405 nm | Potency, µM (doses to about 114 µM), for inactives: top-dose activity change, negative = inhibition, most hits filed as inhibitors | 360,000 compounds, 3% hits; also: potency is read from the fitted curve at half-maximal effect; nearly all actives have a fitted effect of over 60% in size
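First, TGR (20 nM dispensed) and NADPH were mixed with compound. Second, a 15 min room-temperature incubation followed. Third, further NADPH and then DTNB were added to start the reaction. Finally, TNB absorbance was monitored kinetically.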
AmpC detergent: AmpC beta-lactamase inhibition with detergent present. AmpC hydrolysis of nitrocefin, absorbance 480 nm, 0.01% Triton. Potency, µM (titrated, usually from 114 µM), for inactives: at the top dose activity change, negative = inhibition, hits mostly inhibitors. 370,000 compounds, 0.041% hits;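 also: potency is read from the fitted curve at half-maximal effect; 0% = no-compound wells and -100% = no-enzyme wells; nearly all actives have a fitted effect of over 25% in size; some results filed as inactive show a strong effect at the top dose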
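20 mM phosphate pH 7.0 + 0.01% (detergent screen) or 0.0001% Triton X-100; 5.3 nM AmpC reagent; cpd preinc 15 min RT; nitrocefin (800 uM stock) to start; A480 q20 s × 4 min; Activity was normalised to no-enzyme and no-compound control wells.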
HCMV inh: blocks human cytomegalovirus replication; activity change, negative = inhibition, % at 57.5 µM; AID 1259415; 410,000 compounds, 4.5% hits; HFF cells, HCMV-luciferase reporter, 72 h; stronger effect = lower value; in the data active = activity change below about -60%; inconclusive = no clear call, values can overlap the other calls; inactive = above about -39%
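Luciferase read-out from HCMV-luciferase-infected HFFs (MOI 1 PFU/cell) 72 h post infection at 37C; compounds added after 16 h cell attachment; activity normalized between buffer-only basal and Salinomycin (10uM) inhibitor controls.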
FBPA Giardia inh: Giardia lamblia aldolase inhibition. A8B2U2. purified Giardia FBPA. Potency, µM (doses to about 59.6 µM), without a hit: at the highest dose activity, negative = inhibition, most hits filed as inhibitors. 290,000 compounds, 0.71% hits. AID 2451; also: potency is read from the fitted curve at half-maximal effect; nearly all actives have a fitted effect of over 55% in size
Target sequence (A8B2U2 whole entry, looked up): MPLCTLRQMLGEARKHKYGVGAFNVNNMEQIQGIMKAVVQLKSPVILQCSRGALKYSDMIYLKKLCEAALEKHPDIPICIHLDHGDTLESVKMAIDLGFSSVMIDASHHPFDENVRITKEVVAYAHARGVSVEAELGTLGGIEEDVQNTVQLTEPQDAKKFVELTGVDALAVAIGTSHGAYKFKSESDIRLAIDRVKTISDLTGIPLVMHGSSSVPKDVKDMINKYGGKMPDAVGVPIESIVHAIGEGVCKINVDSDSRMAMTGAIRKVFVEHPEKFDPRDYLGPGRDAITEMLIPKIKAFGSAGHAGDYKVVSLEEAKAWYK
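Giardia FBPA (40 nM reagent) was preincubated 10 min at RT with compound (up to 57.5 uM final), then substrate plus GAPDH/TPI/NAD/arsenate coupling system with diaphorase/resazurin was added; resorufin fluorescence (525/598 nm) was read after 20 min.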
* hit, by the source's call; ? = inconclusive; · = no result given; & = joins results of further samples; [ ] = remark or other dose. Unless noted, calls follow the shape of the dose curve; as a rule, active = well fitted curve in the direction sought with a large enough effect; inconclusive = small, poorly fitted or top-dose-only effect, or another doubt; inactive = no such curve, though single readings can be large; an effect the other way counts as inactive or inconclusive. Unless noted, % is scaled to controls: 0 for no effect and ±100 for the full control effect.

nr	SMILES	HCV inhibitor	Sm TGR block	AmpC no deterg	HCMV inh	FBPA Giardia inh	AmpC detergent
1	CNC(=O)c1[nH]cnc1C(=O)NCC(=O)OCc1ccccc1	8%	-20%	-25%	41	-29%	-15%
2	Cc1cccc(C)c1OCCCN1CCOCC1	-25%	5%	7%	·	-13%	-7%
3	CCN(C(=O)COC(=O)c1n[nH]c2ccccc12)c1ccccc1	?	-11%	0%	-15	·	0%
4	COc1ccc2c(c1)c1nnc(SCC(=O)N3CCCCC3C)nc1n2C (configuration not stated)	-16%	26%	-7%	24	3%	?
5	CS(=O)(=O)c1sc(C#N)c2c1C(=O)CC(c1ccccc1)C2 (configuration not stated)	?	0.32µM*	-31%	-104*	-13%	-7%
6	O=C(Cc1ccccc1)NC(=S)Nc1cc(C(F)(F)F)ccc1Cl	6%	3%	-35%	23	0%	?
7	O=S(=O)(Oc1ccccc1N1CCCCC1)c1ccccc1	-12%	0%	-43%	-61*	-11%	-5%
8	CCc1ccc(N(C(=O)c2csnn2)C(C(=O)NCc2ccccc2)c2ccco2)cc1 (configuration not stated)	-22%	-14%	-36%	-14	0%	10%
9	CC(C)CC(=O)C1CCCN(C(=O)c2ccc3oc(Cc4ccccc4)nc3c2)C1 (configuration not stated)	22µM*	-8%	-11%	-14	9%	0%
10	CCCCn1c(N)c(N(CC)C(=O)c2ccncc2)c(=O)[nH]c1=O	-26%	1%	-3%	8	·	0%
11	CC(C)(C)NC(=O)C(c1ccco1)N(Cc1ccc2c(c1)OCO2)C(=O)Cn1nnc2ccccc21 (configuration not stated)	9%	3%	-4%	-8	0%	-2%
12	COc1ccccc1OCC(=O)Nc1ccc2c(c1)OCO2	-24%	-21%	-21%	4	-10%	2%
13	CCCCC(=O)N/N=C/c1c(O)n(CCC2=CCCCC2)c(=O)[nH]c1=O	?	3%	-43%	69	-17%	5%
14	COc1cc(CNc2ccccc2Oc2cc(=O)n(C)c(=O)n2C)cc(OC)c1OC	9%	6%	117%[activator]	146	·	0%
15	Cc1cc(NC(=O)CSc2nc3ccccc3n2CC(=O)N2CCC(C)CC2)no1	10%	0%	-21%	-18	2%	-2%
16	COc1ccc(S(=O)(=O)NCC2CCCO2)cc1C(=O)O (configuration not stated)	2%	-9%	-4%	-25	-7%	-8%
17	COc1ccc(CCC(=O)Nc2cc(S(C)(=O)=O)ccc2Cl)cc1	·	44%[activator]	-22%	·	1%	2%
18	Cc1ccc(C(=O)N2CCN(c3ccc(NC(=O)COc4ccccc4C)cc3)CC2)cc1	11µM*	3%	1%[2.29 µM]	?	-8%	-7%
19	CC(C)(C)c1ccc(OCc2ccc(C(=O)N/N=C3\CC4CC=CC34)cc2)cc1 (configuration not stated)	?	9%	-13%	-68*	9%	?
20	NC(=O)CNc1ncc(C(F)(F)F)cc1Cl	2%	-1%	-10%	-24	-2%	-15%
21	COc1ccc(N2CC(C(=O)NC3CC(C)(C)NC(C)(C)C3)CC2=O)cc1 (configuration not stated)	-2%	0%	-17%	14	1%	?
22	COc1cccc(/C=N/NC(=O)CSc2nnc(C)n2-c2ccccc2)c1O	3%	3%	-20%	16	16%	-2%
23	CCN(CC)Cc1c(-c2ccccc2)[nH]c2ccc(C)cc2c1=O	6%	3%	-24%	-24	-6%	0%
24	Cc1noc(C)c1S(=O)(=O)N(CC(=O)NCCc1ccccc1)c1ccc(C(C)C)cc1	-13%	-1%&-1%	31%	0&-10	·	7%&-1%
25	Cc1ccc(NC(=O)C2C3C=CC4(O3)C2C(=O)N(CCCN2CCCCC2)C4C(=O)NC2CCCCC2)cc1C (configuration not stated)	-17%	-16%	13%	-24	2%	?
26	CC(=O)C(Cc1ccccc1)(Cc1ccccc1)C(C)=O	8%	6%	0%	12	-1%	-1%
27	O=C(O)c1ccc2c(c1)C(=O)N([C@H](Cc1c3ccccc3cc3ccccc13)C(=O)O)C2=O	·	2%	-12%	·	9%	?
28	CCCCN(C)c1nnc(NC(=O)Nc2cccc(C(C)=O)c2)s1	·	-11%	·	-21	·	-1%
29	Cc1sc2nc3n(c(=O)c2c1C)CCCCC3	-6%	2%	0%	-17	3%	3%
30	O=S(=O)(c1ccc(Br)cc1Cl)N1CCCN(c2ccc(C(F)(F)F)cn2)CC1	?	·	-32%	-22	·	·
31	Cc1ccc(C(C)C)c(OCCNC(=O)c2cncc(Br)c2)c1	-12%	-3%	-1%	-12	-3%	?
32	Cc1cc(C(=O)OCC(=O)NCc2cccs2)c2ccccc2n1	-4%	1%	-16%	41	4%	-3%
33	CC(OC(=O)CCc1nc2ccccc2c(=O)[nH]1)C(=O)c1ccc(C(C)(C)C)cc1 (configuration not stated)	-10%	5%	34%	?	0%	6%
34	Cc1cc(C)n2nc(SCc3cccc(S(=O)(=O)N(C)C)c3)nc2n1	?	13%	-8%	-39	-3%	0%
35	COc1ccc(CN(CC2CCCO2)S(=O)(=O)c2ccc(C(=O)O)cc2)cc1OC (configuration not stated)	13%	-1%	-9%	-28	16%	?
36	O=S(=O)(c1ccc(F)c(F)c1)N1CCN(Cc2ccc3c(c2)OCO3)CC1	1%	-24%	-3%	-34	2%	-12%
37	CN(C)N(Cc1ccccc1)C(=O)C(O)(c1ccccc1)c1ccccc1	0%	5%	3%	16	9%	-15%
38	CC(C)(C)OC(=O)NCCc1nnc(SCc2ccc(Cl)cc2)o1	?	-2%	56%	-13	-2%	-2%
39	CC(C)(C)OC(=O)N[C@@H](COCc1ccccc1)C(=O)N[C@@H](CO)[C@H](O)[C@@H]1C[C@@H]1C(=O)NC1CCCCC1	5%	0%	114%[activator]	-30	4%	-10%
40	COc1ccc(-c2cc(C(F)(F)F)nc(SCCC(=O)Nc3ccc(O)cc3)n2)cc1	·	-2%	·	?	·	19%
41	CC1CCN(Cc2nnc(-c3cccc(Br)c3)o2)CC1	12%	-3%	29%	-29	2%	1%
42	COc1ccc(C(=O)CSc2nccc(=O)[nH]2)cc1	10%	1%	6%	44	?	-7%
43	O=C(NCc1ccc(F)cc1)c1cnc2sccn2c1=O	7%	1%	-4%	11	4%	?
44	Cc1cc(C)c(-c2csc(NC(=O)C3=COCCO3)n2)cc1C	?	1%	-3%	22	·	-15%
45	CCc1ccccc1NC(=O)CCS(=O)(=O)c1ccc(Br)cc1	5%	-22%	-16%	-8	3%	-7%
46	CC(NC(=O)CCNC(=O)c1ccco1)c1ccccc1 (configuration not stated)	-7%	-3%	-16%	-3	·	?
47	CCOC(=O)C1CCN(Cc2ccc(O)c(OC)c2)CC1	10%	56µM*	-4%	-12	16%	-10%
48	CC(NC(=O)c1ccccc1Cl)C(=O)OCc1cn2cc(Cl)ccc2n1 (configuration not stated)	6%	·	-12%	-33	·	·
49	Cn1cccc1C(=O)OCc1csc(-c2ccccc2)n1	-22%	-2%	-25%	261	-8%	-6%
50	CC1CN(C(=S)c2cccc([N+](=O)[O-])c2)CC(C)O1 (configuration not stated)	6%	-14%	-24%	·	0%	1%

Whole records, quoted from the list. Values in the order: HCV inhibitor | Sm TGR block | AmpC no deterg | HCMV inh | FBPA Giardia inh | AmpC detergent
CC1CN(C(=S)c2cccc([N+](=O)[O-])c2)CC(C)O1 (configuration not stated) is listed with 6% | -14% | -24% | · | 0% | 1%
CC1CCN(Cc2nnc(-c3cccc(Br)c3)o2)CC1 is listed with 12% | -3% | 29% | -29 | 2% | 1%
CC(OC(=O)CCc1nc2ccccc2c(=O)[nH]1)C(=O)c1ccc(C(C)(C)C)cc1 (configuration not stated) is listed with -10% | 5% | 34% | ? | 0% | 6%
COc1ccc(C(=O)CSc2nccc(=O)[nH]2)cc1 is listed with 10% | 1% | 6% | 44 | ? | -7%

Other results.
nr	SMILES	HCV inhibitor	Sm TGR block	AmpC no deterg	HCMV inh	FBPA Giardia inh	AmpC detergent
51	CCOC(=O)c1nnn(CC(=O)N2N=C(c3cc(C)ccc3C)CC2c2ccc(OC)cc2)c1C(=O)OCC (configuration not stated)	-1%	12%	55%	27	-2%	2%
52	CCOC(=O)N1CCN(C(=O)Cn2c(=O)sc3ccccc32)CC1	11%	11%	-7%	40	5%	-3%
53	Cc1cc(C)nc(/N=C(\N)Nc2ccc([N+](=O)[O-])cc2)n1	-24%	-3%	-17%	-16	-17%	-7%
54	O=C(Cc1cccc([N+](=O)[O-])c1)Nc1cccc(C(=O)N2CCOCC2)c1	5%	·	-17%	-31	·	·
55	Nc1c(-c2ccccc2)cnc2c(-c3ccccc3)cnn12	9%	0%	-20%	125	4%	3%
56	CCOC(=O)N1CCN(c2c(N3CCN(c4ccccc4F)CC3)c(=O)c2=O)CC1	?	-15%	33%	-1	-1%	1%
57	CCOC(=O)CCNC(=O)N1CCC(CCC(=O)NCc2ccc(F)cc2)CC1	2%	3%	7%	33	5%	-3%
58	O=S(=O)(CCN1CCOCC1)c1ccc(OC(F)(F)F)cc1	-12%	-34%	-1%	31	2%	5%
59	O=C(NC1CCCCC1)c1cnn2c(C(F)(F)F)cc(-c3ccco3)nc12	?	0%	-7%	12	0%	0%
60	O=C(C[n+]1ccc(C(=O)NCc2ccccc2)cc1)c1ccc2c(c1)OCCO2	8%	-1%	-8%	-10	-10%	-8%
61	CCOc1ccccc1NC(=O)C1C2CCC(O2)C1C(=O)O (configuration not stated)	17%	-2%	44%	-25	1%	?
62	O=C(CSc1nc2ccccc2o1)Nc1ccc(Cl)cc1	-3%	19%	-26%	-15	0%	4%
63	O=C(CSc1nncn1-c1ccccc1)NC1CCCc2ccccc21 (configuration not stated)	14%	8%	-7%	-22	3%	?
64	CC#CC#Cc1cccc(=O)o1	?	20µM*	-7%	-89*	-1%	3%
65	Cc1ccc(CNC(=O)c2cccnc2Cl)cc1	5%	-1%	-11%	-25	4%	-7%
66	CCC(C)NC(=O)CN1C(=O)NC2(CCc3ccccc3C2)C1=O (configuration not stated)	17%	6%	-28%	-29	2%	4%
67	CC(O)C(NS(=O)(=O)c1ccc(Cl)cc1)C(=O)OCC(=O)N1CCN(c2ccccc2)CC1 (configuration not stated)	24%	-1%	161%[activator]	-30	0%	?
68	COc1cc(C)c(NC(=O)COc2ccc3c(c2)OCO3)cc1C	-19%	0%	-2%	33	11%	0%
69	CCOC(=O)C1=C(C)NC(=O)C(C#N)C1c1ccncc1 (configuration not stated)	8%	4%	-21%	-13	10%	?
70	CCOC(=O)N1CCc2c(sc(NC(=O)CN3CCOCC3)c2C#N)C1	17%	1%	24%	-5	?	?
71	COc1ccc(Cn2ccc3nc(C)c(C(=O)Nc4cccc(SC)c4)cc3c2=O)cc1	·	-2%	·	-15	·	3%
72	COc1ccc(C)cc1NC1(c2ccccc2)C(=O)c2ccccc2C1=O	·	15%	·	3	·	-1%
73	Cc1ccc(NC(=S)NNC(=O)CSc2nc3ccccc3c(=O)n2-c2ccc(C)cc2)cc1	-21%	3%	-15%	-6	-1%	2%

Source: PubChem (National Center for Advancing Translational Sciences (NCATS))
